Compound activity: PubChem BioAssay, National Center for Advancing Translational Sciences (NCATS)
POLI inh: qHTS for Inhibitors of Polymerase Iota | Pol iota fluorescent replication assay, 10 min | DNA polymerase iota (Homo sapiens), Q9UNA4 | 390,000 compounds, 1% hits | Potency, µM (highest dose often 115 µM), without a hit: top-dose activity, negative = inhibition, usual class: inhibitors
Target sequence (Q9UNA4 whole entry, looked up): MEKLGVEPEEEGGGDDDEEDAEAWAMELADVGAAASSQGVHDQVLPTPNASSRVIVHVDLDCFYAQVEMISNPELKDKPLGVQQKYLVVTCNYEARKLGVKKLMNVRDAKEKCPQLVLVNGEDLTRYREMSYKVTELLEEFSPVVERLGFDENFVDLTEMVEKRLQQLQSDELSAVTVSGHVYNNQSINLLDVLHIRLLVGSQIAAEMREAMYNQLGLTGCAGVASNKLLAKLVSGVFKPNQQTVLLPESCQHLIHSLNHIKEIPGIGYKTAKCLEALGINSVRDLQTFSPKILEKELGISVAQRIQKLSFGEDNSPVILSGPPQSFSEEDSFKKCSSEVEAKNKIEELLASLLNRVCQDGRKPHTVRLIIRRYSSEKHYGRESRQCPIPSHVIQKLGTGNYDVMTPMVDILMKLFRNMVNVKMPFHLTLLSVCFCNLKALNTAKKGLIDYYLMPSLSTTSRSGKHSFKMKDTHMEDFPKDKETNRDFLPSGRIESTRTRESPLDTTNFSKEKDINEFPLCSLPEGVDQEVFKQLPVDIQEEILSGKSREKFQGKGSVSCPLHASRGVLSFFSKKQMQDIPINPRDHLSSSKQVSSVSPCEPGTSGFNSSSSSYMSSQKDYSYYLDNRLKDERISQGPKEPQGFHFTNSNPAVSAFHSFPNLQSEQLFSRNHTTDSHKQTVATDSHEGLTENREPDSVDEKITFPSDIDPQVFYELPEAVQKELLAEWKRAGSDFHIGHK
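Pol iota at 10 nM preincubated 15 min with compounds at room temperature; reaction started with fluorescent substrate, 50 nM final. Fluorescence read kinetically at 0 and 10 min; buffer-only wells as negative control.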
APE1 inh: qHTS Assay for Inhibitors of the Human Apurinic/apyrimidinic Endonuclease 1 (APE1) | Potency, µM (top dose mostly 65.8 µM), for inactives: at the highest dose activity change, negative = inhibition, hits mostly inhibitors | recombinant APE1, TAMRA/BHQ-2 abasic DNA cleavage fluorescence | 350,000 compounds, 0.35% hits;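 also: plate controls were vehicle for no effect and reference inhibitor for full effect; nearly all actives have a fitted effect of over 55% in size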
Target sequence (P27695 whole entry, looked up): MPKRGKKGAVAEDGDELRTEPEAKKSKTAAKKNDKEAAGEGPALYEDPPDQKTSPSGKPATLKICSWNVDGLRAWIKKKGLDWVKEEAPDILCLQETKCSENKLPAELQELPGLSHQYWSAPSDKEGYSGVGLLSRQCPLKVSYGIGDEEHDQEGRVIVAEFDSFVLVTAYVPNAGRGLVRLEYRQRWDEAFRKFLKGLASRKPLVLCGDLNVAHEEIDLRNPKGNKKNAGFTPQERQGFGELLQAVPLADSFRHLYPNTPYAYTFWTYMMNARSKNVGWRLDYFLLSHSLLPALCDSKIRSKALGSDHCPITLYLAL
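Quantitative HTS: incision of a TAMRA/BHQ-2 double-stranded substrate bearing a tetrahydrofuran abasic site by 0.75 nM APE1 raises fluorescence. Substrate 50 nM final, added after 15 min compound preincubation at room temperature; progress as third-minus-first kinetic read difference.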
POLH inh: qHTS for Inhibitors of Polymerase Eta; DNA polymerase eta (Homo sapiens), Q9Y253; recombinant Pol eta, fluorescent DNA replication assay; Potency, µM (series often up to 114 µM), for inactives: at the highest dose activity change, negative = inhibition, usual class: inhibitors; 390,000 compounds, 1.2% hits; AID 588591, 2011; also: % is scaled to controls: 0 for no effect and ±100 for the full control effect
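Pol eta (10 nM) was preincubated with compounds for 15 min at room temperature, after which fluorescent replication substrate (50 nM final) was added to start the reaction. Fluorescence was read kinetically at 0 and 10 min.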
BAZ2B inh: qHTS Assay for Inhibitors of BAZ2B | AlphaScreen BAZ2B-H3K14Ac peptide displacement | Potency, µM (series often up to 114 µM), for the others: at the highest dose activity change, negative = inhibition, usual class: inhibitors | 360,000 compounds, 4.4% hits | AID 504333, 2011; also: % is scaled to controls: 0 for no effect and ±100 for the full control effect; nearly all actives have a fitted effect of over 60% in size
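In this displacement format the biotinylated H3(5-23) peptide acetylated at Lys14 serves as ligand at 50 nM, with BAZ2B at 50 nM in PBS pH 7.4 containing 0.01% Tween-20. Donor and acceptor beads are 10 ug/mL final.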
POLB inh: qHTS Assay for Inhibitors of DNA Polymerase Beta | P06746 | Pol beta primer extension/strand displacement, fluorescence kinetic | Potency, µM (highest dose often 114 µM), for inactives: top-dose activity change, negative = inhibition, most hits filed as inhibitors | 340,000 compounds, 1.3% hits | AID 485314, 2010; also: % is scaled to controls: 0 for no effect and ±100 for the full control effect
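Reaction started by 50 nM substrate onto compound-treated Pol beta (10 nM, 15 min preincubation, room temperature); plates read at 0 min and 10 min. Normalized concentration-effect data fitted by four-parameter Hill equation.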
JMJD2A Tudor inh: qHTS Assay for Inhibitors of JMJD2A-Tudor Domain; 390,000 compounds, 4.4% hits; Potency, µM (series often up to 114 µM), inactives show at the highest dose activity change, negative = inhibition, hits mostly inhibitors; Lysine-specific demethylase 4A (Homo sapiens), O75164; AID 504339, 2011; AlphaScreen JMJD2A-Tudor / H3K4me3 peptide binding; also: % is scaled to controls: 0 for no effect and ±100 for the full control effect; nearly all actives have a fitted effect of over 50% in size
Pol kappa inh: qHTS for Inhibitors of Polymerase Kappa; purified Pol kappa, fluorescent DNA synthesis assay, 10 min; Potency, µM (top dose mostly 107 µM), without a hit: top-dose activity, negative = inhibition, most hits filed as inhibitors; DNA polymerase kappa (Homo sapiens), Q9UBT6; AID 588579, 2011; 400,000 compounds, 0.53% hits; also: % is scaled to controls: 0 for no effect and ±100 for the full control effect
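Readout: fluorescence, taken kinetically at 0 and 10 min. Conditions: 10 nM Pol kappa, 15 min RT compound preincubation, 50 nM substrate final. Controls: enzyme-free buffer wells.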
G9a inh: qHTS Assay for Inhibitors of Histone Lysine Methyltransferase G9a | Histone-lysine N-methyltransferase EHMT2 (Homo sapiens), Q96KQ7 | G9a H3K9 monomethylation, AlphaScreen, 2 h | Potency, µM (top dose mostly 102 µM), inactives show at the highest dose activity, negative = inhibition, hits mostly inhibitors | 350,000 compounds, 8.8% hits; also: % is scaled to controls: 0 for no effect and ±100 for the full control effect; nearly all actives have a fitted effect of over 75% in size
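Using a bead-based AlphaScreen, monomethylated H3K9 product from 2 h room-temperature reactions (G9a 20 nM, peptide 500 nM, SAM 20 uM) was detected with 0.5 ug/mL rabbit anti-H3K9me1 antibody.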
BLM inh: qHTS Assay for Inhibitors of Bloom's syndrome helicase (BLM); RecQ-like DNA helicase BLM (Homo sapiens), P54132; recombinant BLM DNA unwinding, fluorescence dequenching; Potency, µM (titrated, usually from 56.1 µM), for the others: top-dose activity change, negative = inhibition, most hits filed as inhibitors; 350,000 compounds, 0.2% hits;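 also: plate controls were vehicle for no effect and no enzyme for full effect; nearly all actives have a fitted effect of over 35% in size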
* marks the source's active call; other numbers are inactive results; u = inconclusive; x = no result given; & = joins results of further samples; [ ] = remark or other dose. Calls follow the shape of the dose curve; as a rule, active = well fitted curve in the direction sought with a large enough effect; inconclusive = small, poorly fitted or top-dose-only effect, or another doubt; inactive = no such curve, though single readings can be large; an effect the other way counts as inactive or inconclusive. Potency is read from the fitted curve at half-maximal effect. This is a subset. The share of hits here may be higher or lower than overall.

SMILES	POLI inh	APE1 inh	POLH inh	BAZ2B inh	POLB inh	JMJD2A Tudor inh	Pol kappa inh	G9a inh	BLM inh
Cc1nc(Cl)c2c(n1)NC(=O)CO2	61%[activator]	2%	-22%	-3%	-9%	1%	0%	24%	4%
Cc1cccc(CCn2c(=O)c3ccccc3n(Cc3cccc(F)c3)c2=O)c1	-11%	x	-9%	35%	0%	36%[activator]	10%	62%[activator][59 µM]	-7%
Cc1ccc(C(=O)N2CCCCC2)cc1NC(=O)c1nsc2ccccc12	-9%	x	-14%	-19%	u	-23%	-9%[60.1 µM]	-66%[59 µM]	-6%
Nc1c2ccccc2nc2c(O)cccc12	x	3%[21 µM]	x	x	x	x	-5%[12 µM]	19%[21.5 µM]	-7%[21.4 µM]
CC(=O)Nc1ccccc1OCc1cnc(Cl)s1	5%	1%	-18%	1%	15%	1%	-16%	-4%	4%
CCOc1ccc(C(=O)NC(C)CCc2ccccc2)cc1 (stereo not given)	16%	5%	-14%	-4%[57.1 µM]	-6%	-4%	-5%	u	0%
Cc1cccc(C)c1NC(=O)CN1C(=O)c2ccccc2Sc2ncccc21	2%	x	-11%	-14%	-29%	-3%	-7%	-9%[59 µM]	-4%
CCOc1ccc(C(=O)NCc2nc(-c3ccc(Cl)cc3)no2)cc1OCC	1%	x	-19%	-2%	2%	5%	10%	5%[59 µM]	-4%
Cc1cc(N)c2cc(NC(=O)/C=C/c3ccccc3Cl)ccc2n1	48%[activator]	8%	u	u	50µM*	63µM*	-25%	25µM*	131%[activator]
CCOC(=O)C1CCCN(C(=O)c2cccc(S(=O)(=O)N3CCCC3)c2)C1 (stereo not given)	18%	6%	-7%	-15%	x	5%	-6%	8%[12.7 µM]	x
O=C(NCc1cccc(F)c1)c1cccc2c1C(=O)c1ccc(N3CCCC3)cc1S2(=O)=O	-13%	22%	-15%	x	x	4%	0%	x	x
COc1cccc2cc(C(N)=O)oc12	35%[activator]	7%	-3%	-27%	11%	-2%	-12%	-15%	-7%
COc1ccc(N2CCN(S(=O)(=O)c3cccc(C(F)(F)F)c3)CC2)cc1	20%	0%	-20%	-5%	4%	-7%	-2%	21%[59 µM]	1%
C=CCNS(=O)(=O)NC(=O)C1=C(N2CCCC2)COC1=O	-10%	3%	-1%	x	x	-16%	-6%	x	x
CCc1nc(C)cn1S(=O)(=O)c1ccc(Cl)c(Cl)c1OC	-12%	x	-24%	-33%	11%	-12%	8%	-21%[59 µM]	-2%
CSCCC(NC(=O)c1ccc(Cl)cc1Cl)C(=O)N1CC(C)OC(C)C1 (stereo not given)	-11%	-4%	-4%	-2%	x	-12%	-2%	22%[12.7 µM]	x
CN(Cc1cccc(Cl)c1Cl)C(=O)CCNC(=O)c1ccco1	9%	-21%	-16%	x	x	-15%	3%	x	x
Cc1ccc(S(=O)(=O)NCC2CCC(C(=O)NCCCN3CCCC3=O)CC2)cc1 (stereo not given)	43%[activator]	37%	-12%	-16%	8%	-9%	-12%	68%[activator]	0%
CCOc1ccc(C2CC(=O)NC3=C2C(=O)CCC3)cc1Cl (stereo not given)	28%	-2%	-3%	22%	-20%	-9%	-1%	13%[12.7 µM]	-2%
COC(=O)c1ccc2c(=O)n(CC3CCCO3)c(SCC(=O)Nc3ccccc3Cl)nc2c1 (stereo not given)	16%	0%	-13%	8%	-3%	-1%	-3%	9%	4%
CC1CCc2sc(C(=O)NNC(=S)NC3CC3)cc2C1 (stereo not given)	23%	9%	-9%	-4%	1%	-9%	-5%	x	0%
COCCNC(=O)C(c1ccccc1F)N(C(=O)C(=O)NC1CCCC1)C1CCCCC1 (stereo not given)	36%[activator]	10%	-2%	-1%	-20%	-10%	2%	14%	-3%
COCCCNC(=O)CCCn1c(=O)[nH]c2ccccc2c1=O	7%	17%	-2%	2%	25%	9%	-4%	-3%[59 µM]	-1%
Cc1ccc(NC(=O)Nc2nc(-c3ccc(C)s3)cs2)cc1	-11%	5%	-17%	8%[57.1 µM]	3%	2%	-1%	-6%	-6%
CCOc1ccc(C(=O)CCC(=O)Nc2ncccc2O)cc1	u	-2%	u	56µM*	x	-31%	-4%	1%[2.33 µM]	x
C[C@H](C(=O)CC(=O)OC(C)(C)C)[C@H](O)c1ccccc1	-1%&-11%	38%&-7%	0%	-4%	24%	-8%&-6%	-3%&-1%	u	-2%&3%
O=C(/C=C/c1ccc([N+](=O)[O-])cc1)N(c1ccccn1)C1CCCCC1	-7%	-2%	-6%	x	7%	56µM*	1%	5.6µM*	2%
Cc1cccc(N(CC(=O)NC(C)(C)C)C(=O)CNC(=O)c2cccs2)c1	11%	u	-14%	-17%	-1%	4%	4%	20%	3%
COc1cc2c(cc1OC)C(c1ccc(O)cc1)NCC2 (stereo not given)	104%[activator]	21%	-14%	-16%	6%	-5%	6%	18%	3%
CCc1ccc(CNCCSc2nnnn2C)cc1	u	19%	-6%	3%	14%	-17%	-4%	-21%[59 µM]	2%
O=C(NCCc1cccs1)C1CC(c2ccccc2F)=NO1 (stereo not given)	3%	1%	6%	5%	-1%	-4%	16%	23%[12.7 µM]	-1%
CCOC(=O)c1sc(=S)n(-c2cc(F)ccc2F)c1N	-11%	0%	-8%	-9%	32%	u	-1%	26%[0.501 µM]	-5%
CCc1nonc1NC(=O)c1oc2ccc(Br)cc2c1C	16%&11%	19%	0%	-3%&2%	34%&32%	-3%&-6%	10%&-5%	72%[activator]	-1%&-1%
O=C(Nc1cccc(C(F)(F)F)c1)c1ccc2nc(-c3ccco3)c(-c3ccco3)nc2c1	16µM*	14%	8.9µM*	50µM*	10µM*	20µM*	45µM*	u	u
COc1ccc(NC(=O)C2CC(=O)N/C(=N/N=C/c3ccco3)S2)cc1 (stereo not given)	11%	-3%	8%	-30%	-8%	-13%	-6%	8%	-4%
COCCNC(=S)N/N=C(\C)c1cc2ccccc2o1	10%	u	-1%	-39%	31%	-28%	-5%	31%[59 µM]	0%
C[C@H](NS(=O)(=O)c1ccccc1)C(=O)OCC(=O)NC(=O)Nc1ccc2c(c1)OCCO2	11%	10%	-17%	-1%	38%	-19%	-17%	u	4%
Cc1cc(C(=O)NCc2ccccc2)c(=O)[nH]c1C	14%	4%	-3%	x	16%	21%	3%	-8%[59 µM]	1%
O=C(COc1ccccc1Cl)OCc1cc(=O)n2nc(-c3cccs3)sc2n1	-7%	x	-2%	-3%	u	-22%	-7%	9%[59 µM]	-3%
CC1CCN(c2c(NCC3CCC(C(=O)N4CCc5ccccc5C4)CC3)c(=O)c2=O)CC1 (stereo not given)	52%[activator]	-5%	-10%	-5%	33%	-28%	-6%	7%	-2%

Sorted by SMILES length (largest number first): some entries from above.
SMILES	POLI inh	APE1 inh	POLH inh	BAZ2B inh	POLB inh	JMJD2A Tudor inh	Pol kappa inh	G9a inh	BLM inh
COc1ccc(N2CCN(S(=O)(=O)c3cccc(C(F)(F)F)c3)CC2)cc1	20%	0%	-20%	-5%	4%	-7%	-2%	21%[59 µM]	1%
Cc1cccc(C)c1NC(=O)CN1C(=O)c2ccccc2Sc2ncccc21	2%	x	-11%	-14%	-29%	-3%	-7%	-9%[59 µM]	-4%
COCCCNC(=O)CCCn1c(=O)[nH]c2ccccc2c1=O	7%	17%	-2%	2%	25%	9%	-4%	-3%[59 µM]	-1%
CC1CCc2sc(C(=O)NNC(=S)NC3CC3)cc2C1 (stereo not given)	23%	9%	-9%	-4%	1%	-9%	-5%	x	0%

(list continues)
SMILES	POLI inh	APE1 inh	POLH inh	BAZ2B inh	POLB inh	JMJD2A Tudor inh	Pol kappa inh	G9a inh	BLM inh
COC(=O)C1=C(C)N(CCC2=CCCCC2)C(=O)C1	16%	3%	-15%	8%	4%	50µM*	-12%	-2%[12.7 µM]	-2%
O=C(CN1C(=O)NC2(CCCC2)C1=O)Nc1cccc(C(F)(F)F)c1	12%	35%	-23%	0%	1%	0%	0%	3%	0%
CCOC(=O)c1sc(NC(=O)CSc2nc(C)cc(-c3ccccc3)n2)c(C#N)c1C	15%	1%	-4%	u	u	-3%	0%	u	-5%
O=C(Cn1c(SCC(=O)NC2CCCC2)nnc1-c1ccncc1)Nc1ccc2c(c1)OCO2	42%[activator]	0%	4%	4%	7%	-18%	-3%	-1%	-6%
CC(NC(=O)COC(=O)c1ccccc1SCC(=O)N1CCCC1)c1ccccc1 (stereo not given)	18%	17%	-17%	9%	x	-3%	-18%	u	x
CN(CC(=O)Nc1ccccc1Cl)C(=O)c1ccc(-c2cccc(C(F)(F)F)c2)o1	u	7%	-18%	-25%	x	-31%	-2%	u	x
CCC(CC)C(=O)NCCc1cc2cc(C)c(C)cc2[nH]c1=O	-15%	-7%	-12%	1%	1%	-3%	10%	6%[59 µM]	3%
CCOc1ccc(S(=O)(=O)NCCSCc2ccco2)cc1	u	6%	-11%	u	-23%	-29%	u	-1%[59 µM]	-8%
CCc1n[nH]c(=S)n1/N=C/c1cc(Br)c(OC)cc1OC	14%	-4%	u	-5%	3%	u	-6%	2.5µM*	-5%
COc1cc(OC)cc(-c2nc(=S)n3ccsc3n2)c1	86%[activator]	0%	7%	0%	u	-11%	-9%	-4%	-5%
O=[N+]([O-])c1cc(Cl)ccc1N1CCOCC1	u	0%	-6%	u	-12%	-22%	-15%	u	4%
Cc1ccc2oc(=O)c3cc(C(=O)NCCCN4CCc5ccccc5C4)sc3c2c1	46%[activator]	16%	-15%	u	41%	-30%	-10%	32µM*	-1%
COc1cccc(NC(=O)CCC(=O)Nc2cc(OC)c(NC(=O)c3cccs3)cc2OC)c1	2%	15%	-8%	-13%	27%	-24%	-11%	11%	-4%
O=C(NNC(=S)Nc1ccc(F)cc1)c1cccc([N+](=O)[O-])c1	u	-4%	-7%	-4%	2%	-20%	-3%	45µM*	-3%
O=[N+]([O-])c1ccc(-n2ccnc2)cc1	-9%	0%	0%	-2%	14%	-16%	-1%	-2%	-1%
